MrgX1 antagonist = antagonists of human MrgX1 receptor; Q96LB2; MRGX1-HEK293 calcium flux, Fluo-4, BAM8-22 antagonism; active compounds read low; B-score at 10 µM; 310,000 tested, 1.3% active; AID 588676;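 active = calcium-response B-score plate-corrected more than 3 library SD below zero, starting fluorescence within 5 deviations, no agonist response on first addition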;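 note: peak minus trough fluorescence over baseline after final BAM8-22 challenge near maximal dose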
TRPC4 act = activators of mouse TRPC4 channel; Q9QUQ5; HEK293 TRPC4beta/mu-opioid, Fluo4 calcium fluorescence; active compounds read high; B-score at 10 µM; 310,000 tested, 0.49% active;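 active = B-score above 5 SD of library B-scores, and initial fluorescence ratio not above library mean plus 5 SD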;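 note: positive B-score marks a calcium rise read as TRPC4 activation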
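Incubation: 45 min room-temperature Fluo4 loading, 110 s read / System: HEK293 cells stably co-expressing mouse TRPC4beta and mu-opioid receptor / Signal: Fluo4 fluorescence, kinetic / Control set: buffer (low) and maximal DAMGO (high) / Measure: integrated baseline-normalised fluorescence ratio, converted to per-well B score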
MrgX1 agonist = agonists of human MrgX1 receptor; MrgX1-HEK293 cells, Fluo-4 calcium fluorescence, agonist mode; active compounds read high; AID 588627; Q96LB2; 310,000 tested, 0.44% active; B-score at 10 µM;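 active = calcium response B-score plate-corrected fluorescence ratio at least 3 library SD, with starting fluorescence B-score inside 5 SD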
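Material: MrgX1-expressing HEK293 cells; input: 15,000 cells per well; doses: test compound given as first of three sequential additions; schedule: overnight plating before 1 h dye loading; technique: Fluo-4 NW calcium-flux fluorescence, kinetic read; evaluation: baseline-normalised fluorescence change ratio, B-scored; control set: plate-wise positive and negative controls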
RGS4 inh = inhibitors of human RGS4; 310,000 tested, 0.45% active; HEK293 M3R/RGS4 inducible, Fluo-4 calcium flux; active compounds read high; triggered by carbachol at its EC20; B-score at 10 µM; P49798;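 active = B-score, a plate-corrected calcium signal, over three deviations above library mean, with baseline fluorescence within five deviations of library mean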;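 note: RGS4 expression induced by doxycycline in cells with stable M3 receptor; B-score is computed from the integrated fluorescence ratio over baseline after carbachol; higher B-score means a larger calcium signal and so more RGS4 inhibition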
MrgX1 allo act = allosterically activates human MrgX1 receptor signaling | AID 588675 | Q96LB2 | MrgX1-HEK293, Fluo-4 calcium flux, FDSS; active compounds read high | B-score at 10 µM | 310,000 tested, 0.63% active;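 active = plate-corrected calcium response at least 3 library SD above typical, normal starting fluorescence, not activating the receptor alone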;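 note: compound read alongside a low EC10 to EC30 dose of BAM8-22 agonist; peak minus trough fluorescence over baseline measured at the second addition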
ANO1 block = inhibitors of mouse TMEM16A calcium-activated chloride channel | Q8BHY3 | HEK293 TMEM16A/YFP iodide influx fluorescence, ionomycin | normalized B-score (activity score, 25-100; higher = stronger inhibition) at 10 µM | 310,000 tested, 1.2% active;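 active = ratio plate-corrected score three or more library SD toward inhibition, starting fluorescence score within five deviations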;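 note: score derived from kinetic fluorescence span divided by baseline fluorescence per well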
Target sequence (Q8BHY3 whole entry, looked up): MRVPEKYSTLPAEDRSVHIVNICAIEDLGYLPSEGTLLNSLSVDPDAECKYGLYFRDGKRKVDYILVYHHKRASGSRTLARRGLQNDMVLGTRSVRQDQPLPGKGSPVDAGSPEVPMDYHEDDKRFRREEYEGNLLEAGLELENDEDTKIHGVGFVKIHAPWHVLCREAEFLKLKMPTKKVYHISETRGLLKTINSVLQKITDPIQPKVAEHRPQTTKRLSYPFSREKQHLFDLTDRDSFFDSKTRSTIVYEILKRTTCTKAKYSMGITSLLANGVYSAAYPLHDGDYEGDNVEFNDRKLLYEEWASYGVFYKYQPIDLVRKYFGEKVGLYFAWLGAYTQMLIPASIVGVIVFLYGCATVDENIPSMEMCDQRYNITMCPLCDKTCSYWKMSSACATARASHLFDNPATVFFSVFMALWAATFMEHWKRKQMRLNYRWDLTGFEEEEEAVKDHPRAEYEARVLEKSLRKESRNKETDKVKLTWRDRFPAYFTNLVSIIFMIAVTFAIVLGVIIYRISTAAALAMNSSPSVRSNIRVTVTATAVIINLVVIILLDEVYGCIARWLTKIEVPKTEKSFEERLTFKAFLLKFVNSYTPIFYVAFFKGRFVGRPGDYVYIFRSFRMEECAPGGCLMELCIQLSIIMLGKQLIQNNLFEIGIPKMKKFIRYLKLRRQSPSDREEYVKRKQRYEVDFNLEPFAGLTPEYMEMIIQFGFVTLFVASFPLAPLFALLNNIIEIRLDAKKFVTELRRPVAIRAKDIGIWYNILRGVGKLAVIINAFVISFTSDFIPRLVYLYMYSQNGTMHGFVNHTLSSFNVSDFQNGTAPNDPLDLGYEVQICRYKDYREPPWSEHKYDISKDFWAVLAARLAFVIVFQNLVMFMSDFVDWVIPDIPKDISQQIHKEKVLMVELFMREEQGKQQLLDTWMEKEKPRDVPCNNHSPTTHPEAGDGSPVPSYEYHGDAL
TRPC6 act = activators of mouse TRPC6 channel. HEK293-TRPC6 membrane potential dye fluorescence; active compounds read high. B-score at 10 µM. 310,000 tested, 0.13% active;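 active = B-score of the integrated fluorescence ratio above library mean plus 3 SD, and starting fluorescence ratio within library mean plus 5 SD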;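 note: higher score means more depolarization so channel activation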
TRPC6 inhibitor = blocks the mouse TRPC6 cation channel. HEK293-TRPC6, membrane potential dye, ACh-evoked depolarization; active compounds read low. B-score at 10 µM. 310,000 tested, 1.1% active;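 active = B-score under library mean minus 3 SD, initial fluorescence not abnormally high, positive integrated signal ratio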;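 note: B-score derived from integrated fluorescence ratio over the kinetic read; more negative B-score means stronger inhibition of depolarization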
TMEM16A act = mouse TMEM16A channel activation, primary screen; HEK293 TMEM16A/YFP-H148Q/I152L, iodide quench fluorescence; active compounds read low; 340,000 tested, 0.3% active; B-score at 10 µM;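 active = fluorescence-ratio B-score plate-corrected deviation score at least 3 library SD below zero, with starting fluorescence score within 5 deviations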;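 note: channel opened by trigger with iodide after compound preincubation; score built on the fluorescence ratio of max minus min over baseline; more negative score means more quench and so TMEM16A activation or potentiation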
TRPC4 PAM = TRPC4 (mouse) allosteric potentiation; Q9QUQ5; HEK293 TRPC4beta/mu-opioid, DAMGO EC20, Fluo-4 Ca2+ flux; active compounds read high; B-score at 10 µM; 310,000 tested, 0.42% active; AID 2227;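 active = B-score of calcium response area above 5 SD of library B-scores, with initial fluorescence ratio within 5 SD of library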;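 note: B-score of integrated fluorescence ratio over time as area under calcium response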
TRPC4 block = inhibitors of mouse TRPC4 channel | Q9QUQ5 | HEK293 TRPC4beta/mu-opioid, DAMGO-evoked Fluo4 calcium flux; active compounds read low | B-score at 10 µM | 300,000 tested, 0.39% active | AID 2247;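 active = B-score over 3 SD under the library average, no early fluorescence shift, positive overall ratio signal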
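Test system – stable TRPC4beta/mu-opioid receptor HEK293 cells · Probe or stimulus – DAMGO, a submaximal dose followed by a maximal one · Dosing – one concentration per compound · Signal – Fluo4 calcium fluorescence by kinetic imaging, 5 s 1 Hz baseline · Evaluation – per-well B score of integrated baseline-normalized Fluo4 ratio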
Active calls of the source: *; i = inactive; / = not tested or not shown.

canonical_smiles	MrgX1 antagonist	TRPC4 act	MrgX1 agonist	RGS4 inh	MrgX1 allo act	ANO1 block	TRPC6 act	TRPC6 inhibitor	TMEM16A act	TRPC4 PAM	TRPC4 block
COc1ccc(OC)c(S(=O)(=O)N2CCC(C(=O)NCc3ccccc3)CC2)c1	i	i	i	i	i	i	i	i	i	i	i
CC(OC(=O)CN1C(=O)C2C3C=CC(C4CC34)C2C1=O)C(=O)c1ccccc1 (configuration not stated)	i	i	i	i	i	i	i	i	i	i	i
CCOC(=O)c1c(NC(=O)c2ccno2)c2cc([N+](=O)[O-])ccc2n1C	i	i	i	i	i	i	i	i	i	i	i
Cc1cc(C)n(-c2ccc(C(=O)OCC(=O)Nc3ccc([N+](=O)[O-])cc3)cc2)n1	i	i	i	i	i	i	i	i	i	i	i
O=C(c1ccccc1)C(CCC(CN1CCOCC1)C(=O)c1ccccc1)CN1CCOCC1 (configuration not stated)	i	i	i	i	i	i	i	i	i	i	i
CCOC(=O)COc1ccc(C(=O)CC)cc1OC	i	i	i	i	i	i	i	i	i	i	i
CC(=O)Nc1ccc(S(=O)(=O)N2CCN(Cc3cccnc3)CC2)cc1	i	i	i	i	i	i	i	i	i	i	i
Cc1nc2ccccc2c(=O)n1NC(=O)c1ccc(Cl)cc1	i	i	i	i	i	i	i	i	i	i	i
CC(C)CN1CCN(Cc2cccn2-c2ccc(Cl)cn2)CC1CCO (configuration not stated)	i	i	i	i	i	i	i	i	i	i	i
c1ccc(CN=C2NN=C(c3ccccc3)CS2)cc1	i	i	i	i	i	i	i	i	i	i	i
CCOc1ccccc1NC(=O)CCC(=O)Nc1ccc2nc(N3CCN(C)CC3)cc(C)c2c1	-5.1*	i	i	i	i	i	i	i	i	i	i
COc1ccc(OC)c2[nH]c(C(=O)N/N=C/c3ccccc3O)cc12	i	i	i	i	i	i	i	i	i	i	i
COc1ccccc1C(=O)N1N=C(c2ccc(NS(C)(=O)=O)cc2)CC1c1cccs1 (configuration not stated)	i	i	i	i	i	i	i	i	i	i	i
O=[N+]([O-])c1ccc(N2CCN(S(=O)(=O)c3ccccc3[N+](=O)[O-])CC2)cc1NCc1cccnc1	i	i	i	i	i	i	i	i	i	i	i
CCOc1ccc2[nH]c(=O)c(CN(CCO)C(=O)c3ccccc3F)cc2c1	i	i	i	i	i	i	i	i	i	i	i
O=C1CCc2cc(S(=O)(=O)NC(C(=O)N3CCN(c4ccccn4)CC3)c3ccccc3)ccc2N1 (configuration not stated)	i	i	i	i	i	i	i	i	i	i	i
CCOC(=O)c1c(NC(=O)COC(=O)c2nc(Cl)ccc2Cl)sc(C(=O)NC)c1C	i	i	i	i	i	i	i	i	i	i	i
COc1cc2ncnc(NCCc3ccccc3)c2cc1OC	i	i	i	i	i	i	i	i	i	i	i
CCOC(=O)c1ccc(NC(=S)Nc2ccc(Cl)cn2)cc1	i	i	i	i	i	i	i	i	i	i	i
S=c1[nH]nc(-c2ccc3ccccc3n2)n1-c1ccc(Cl)cc1	i	i	i	i	i	i	i	i	i	i	i
NC(=O)c1ccc(NC(=O)CN2CCOCC2)cc1	i	i	i	i	i	i	i	i	i	i	i
CC(C)c1nnc(NC(=O)CCN2C(=O)c3ccccc3C2=O)s1	i	i	i	i	i	i	i	i	i	i	i
CCCCCc1nc2c(C#N)c(-c3ccc(Cl)cc3)ccn2n1	i	i	i	i	i	i	i	i	i	i	i
O=C(O)CSc1nnnn1C1CCCCC1	i	i	i	i	i	i	i	i	i	i	i
O=C(COc1ccc(Cl)cc1)N(Cc1cccs1)C1CCS(=O)(=O)C1 (configuration not stated)	i	i	i	i	i	i	i	i	i	i	i
COCCSc1nnc(NC(=O)c2ccc(NC(C)=O)cc2)s1	i	i	i	i	i	i	i	i	i	i	i
O=C1c2ccccc2CN1CCNS(=O)(=O)c1ccc2ccccc2c1	i	i	i	i	i	i	i	i	i	i	i
O=C(c1ccc(Oc2ccccc2)cc1)c1nc2c(n1O)CCCC2	i	i	i	i	i	i	i	i	i	i	i
CCOC(=O)c1c(C)[nH]c(C(=O)CSc2nnnn2-c2ccccc2)c1C	i	i	i	i	i	i	i	i	i	i	i
O=C(Nc1cccc(S(=O)(=O)NC2=NCCC2)c1)C1CCCCC1	i	i	i	i	i	i	i	i	i	i	i
CC(=O)CCc1ccc(OCCCOc2cccc3cccnc23)cc1	i	i	i	i	i	i	i	i	i	i	i
CCn1c(SCC(=O)Nc2ccc(N(C)C)cc2)nnc1-c1cccc(C)c1	i	i	i	i	i	i	i	i	i	i	i
COc1c(C)cc(Br)cc1C(=O)Nc1ccc(N2CCN(S(C)(=O)=O)CC2)cc1	i	i	i	i	i	i	i	i	i	i	i
CC1CCc2c(sc(NC(=O)COC(=O)c3ccc(NC(=O)CC#N)cc3)c2C#N)C1 (configuration not stated)	i	i	i	i	i	i	i	i	i	i	i
COC(=O)c1ccc(C2C(Oc3ccc(OC)cc3)C(=O)N2CCc2ccc(OC)c(OC)c2)cc1 (configuration not stated)	i	i	i	i	i	i	i	i	i	i	i
N=C(N)SCCN	i	/	i	/	i	i	/	/	i	/	/
COCCCNC(=O)C(=O)Nc1ccc2c(c1)N(S(=O)(=O)c1cccs1)CCC2	i	i	i	i	i	i	i	i	i	i	i
Cc1cccc(C)c1NC(=O)CN1C(=O)S/C(=C\c2cccn2-c2cccc(C(=O)O)c2)C1=O	i	i	i	i	i	i	i	i	i	i	i
O=S(=O)(NC(=S)Nc1ccccc1)c1ccc(F)cc1	i	i	i	i	i	i	i	i	i	i	i
Cc1c(N=C2N=C(NC(=O)c3ccc(F)cc3)c3ccccc32)c(=O)n(-c2ccccc2)n1C	i	i	i	i	i	i	i	i	i	i	i
CN(Cc1ccccc1)C(=O)COC(=O)c1cncc(Br)c1	i	i	i	i	i	i	i	i	i	i	i
O=C(O)c1ccc(/C=N/NC(=O)c2ccc(NS(=O)(=O)c3cccs3)cc2)cc1	i	i	i	i	i	i	i	i	i	i	i
CC(C)C[C@H](NC(=O)Nc1cccc(Cl)c1)C(=O)O	i	i	i	i	i	i	i	i	i	i	i
CCc1cccc(NC(=O)Cc2cn(C)c3ccccc23)c1	i	i	i	i	i	i	i	i	i	i	i
CCN1C(=O)[C@@H]2Cc3c([nH]c4ccccc34)C(c3ccc(OC)cc3)N2C1=S (some centres not stated)	-4.5*	i	i	i	i	i	i	i	i	i	i
C#CCOCCOCCOCCNc1nc(N2CCN(C(=O)CCCCCCCCCCNC(=O)Cn3cc(C[C@@H](C)O)nn3)CC2)nc(N2CCN(C(=O)CCCCCCCCCCNC(=O)[C@@H](CCSC)n3cc(CCO)nn3)CC2)n1	i	/	i	/	i	i	/	/	i	/	/
COC(=O)c1ccc(C23CC4(C2)[C@H](CN(Cc2ccc(-c5ccccc5)cc2)[C@@H]4c2ccccc2)C3c2ccc(C(F)(F)F)cc2)cc1 (some centres not stated)	i	i	i	i	i	i	i	i	/	i	i
COc1c(Cl)ccc(Cl)c1C(=O)NC(=O)Nc1nc(C)cc(C)n1	i	i	i	i	i	i	i	i	i	i	i
COCCN(C(=O)CCC(=O)Nc1cc(C)on1)C(C(=O)NC(C)(C)C)c1cccc(OC)c1OC (configuration not stated)	i	i	i	i	i	i	i	i	i	i	i
Cc1nc(-c2ccc(NC(=O)c3ccccc3Br)cc2)cs1	i	i	i	i	i	i	i	i	i	i	i

(next part)
canonical_smiles	MrgX1 antagonist	TRPC4 act	MrgX1 agonist	RGS4 inh	MrgX1 allo act	ANO1 block	TRPC6 act	TRPC6 inhibitor	TMEM16A act	TRPC4 PAM	TRPC4 block
COc1ccc(S(=O)(=O)NCCc2ccncc2)cc1	i	i	i	i	i	i	i	i	i	i	i
COc1ccc(OC)c(N(CC(=O)N2CCN(c3cc(Cl)ccc3C)CC2)S(C)(=O)=O)c1	i	i	i	i	29*	i	i	i	i	i	i
Clc1ccc(-c2cn3cc(Cl)ccc3n2)cc1	i	i	i	i	i	i	i	i	i	i	i
CCOC(=O)c1cccc(NC(=O)CN2C(=O)C3C4C=CC(C4)C3C2=O)c1 (configuration not stated)	i	i	i	i	i	i	i	i	i	i	i
COc1ccc(NC(C)=O)cc1NC(=O)CN1CCN(CC(=O)Nc2ccc(Cl)cc2)CC1	i	i	i	i	i	i	i	i	i	i	i
CC1CC(C)CN(C(=O)COC(=O)CNC(=O)C23CC4CC(CC(C4)C2)C3)C1 (configuration not stated)	i	i	i	i	i	i	i	i	i	i	i
Cc1cccc(OCC(=O)Nc2ccc3c4c(cccc24)CC3)c1C	i	i	i	i	i	i	i	i	i	i	i
Cc1ccc(NC(=O)CN2C(=O)S/C(=C\C(=O)Nc3ccc(Cl)cc3)C2=O)cc1	i	i	i	i	i	i	i	i	i	i	i
N#CCC(=O)N/N=C\c1cccc(OC/C=C/c2ccccc2)c1	i	i	i	i	i	i	i	i	i	i	i
Cc1cc(=O)[nH]c(SCCOc2ccc3c(c2)CCC3)n1	i	i	i	i	i	i	i	i	i	i	i
COc1ccc(C2SCC(=O)N2C)cc1 (configuration not stated)	i	i	i	i	i	i	i	i	i	i	i
CC(=O)N1CCC(N(CCN2CCOCC2)C(=S)Nc2ccc(C)cc2)CC1	i	i	i	i	i	i	i	i	i	i	i
CC(C(=O)NCC1CCCCC1)N1CCN(S(=O)(=O)c2ccccc2F)CC1 (configuration not stated)	i	i	i	i	i	i	i	i	i	i	i
CCN(CC(=O)Nc1cccc(OC)c1)C(=O)C1CCN(C(=O)Nc2ccccc2)CC1	i	i	i	i	i	i	i	i	i	i	i
O=CN1CCN(c2c([N+](=O)[O-])c(=O)oc3ccccc23)CC1	i	i	i	i	i	i	i	i	i	i	i
O=C(NC1(C(F)(F)F)NC(=O)N(CC2CCCCC2)C1=O)c1ccco1 (configuration not stated)	i	i	i	i	i	i	i	i	i	i	i

High-throughput results from PubChem BioAssay.
